NFkB transloc pot: enhancers of NFkB p65 translocation in HUVEC – imaging, IL-1B stimulus, high-content imaging, primary screen. HUVEC IL-1B NFkB p65 nuclear translocation imaging. activation, % at 2 µM. hit rate 0.3% among 94,000. AID 819, 2007;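 active = activation above 40%, about the mean plus 3 SD, also judged a hit on visual image review; inconclusive = activation above 40% but not a hit on visual review; inactive = activation not above 40% and no visual hit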;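 also: percent activation is computed from the nuclear over cytoplasmic p65 intensity ratio; values of inactives mirror those of a sister screen read the other way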
Bcl-B TR3 displacers: displacers of TR3 peptide from Bcl-B, primary screen, selectivity assay for Bfl-1 inhibitor project, biochemical, fluorescence polarization. FP displacement of FITC-TR3 peptide from Bcl-B; higher % means a stronger effect. hit rate 0.11% among 96,000. displacement, % at 20 µM; hits with a dose series show IC50 in µM. Bcl-2-like protein 10 (Homo sapiens);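 active = displacement above 50% at 20 µM plus a fluorescence interference ratio under 1.5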;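 also: plate controls were wells without compound for no effect and wells lacking Bcl-B protein for full effect; a part of the inactive calls stands beside numbers as strong as those of hits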
IL1B NFkB inh: inhibitors of IL-1B driven NFkB p65 nuclear import, primary screen, imaging, HUVEC, IL-1B stimulus, high-content imaging. HUVEC IL-1B NFkB p65 nuclear translocation imaging. inhibition, % at 2 µM. hit rate 0.43% among 94,000. AID 796, 2007;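 active = inhibition above about 30% together with a positive call from visual inspection of the well image, limit read from the data; inconclusive = inhibition above a set limit but visual check negative; inactive = inhibition not above a set limit, visual check negative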;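 also: nuclear over cytoplasmic p65 intensity ratio measured by imaging; 0% = IL-1B stimulated DMSO wells and 100% = unstimulated DMSO wells; values of inactives mirror those of a sister screen read the other way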
MRP reversal: reversal of MRP1-mediated doxorubicin resistance, primary screen, H69AR cells, doxorubicin co-treatment; H69AR cells + 2 uM doxorubicin, CellTiter-Glo, 72 h; differential viability (reversal), % at 10 µM; hit rate 0.04% among 85,000;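 active = viability drop by adding the cancer drug above about 55%, with treated viability meeting a 40% cutoff, limit read from the data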;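 also: viability without doxorubicin minus viability with 2 µM doxorubicin for each compound; larger differential means the compound sensitizes cells more to doxorubicin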
PLAP inhibitors HTS: PLAP enzyme inhibitors, biochemical, luminescence, HTS (AID 690); purified PLAP, luminescent substrate; higher % means a stronger effect; inhibition, % at 20 µM, or IC50 in µM where a hit was titrated; hit rate 0.08% among 96,000; in the data active = a potency from the dose series; inactive = the rest, 99 in 100 with inhibition below about 30%; also: strong numbers were not always called active
MRP reversal cytotoxicity: recorded beside MRP reversal, whose call it bears; viability, %; H69AR cells, CellTiter-Glo, 72 h; measured here: cytotoxicity without doxorubicin
MRP reversal with doxorubicin: also measured in MRP reversal; calls as there; viability, %; measured here: viability with 2 uM doxorubicin; hits give low values
IL1B NFkB inh cell count 2 µM: also measured in IL1B NFkB inh; calls as there; cell count; measured here: cells passing quality filter;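 raw number of nuclei counted in each imaged well without normalization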
NFkB transloc pot cell count 2 µM: also measured in NFkB transloc pot; calls as there; cell count; measured here: cells passing quality filter
Starred values were filed as active, the others as inactive; ? = inconclusive; . = no result given; & = joins results of further samples.

SMILES	NFkB transloc pot	NFkB transloc pot cell count 2 µM	Bcl-B TR3 displacers	IL1B NFkB inh	IL1B NFkB inh cell count 2 µM	MRP reversal	MRP reversal cytotoxicity	MRP reversal with doxorubicin	PLAP inhibitors HTS
CN(C)c1ccc(C2OC(=O)C3(CCCC3)C(=O)C2(C)C)cc1 (stereo not given)	-64	133	-5%	?	.	15	101	86	-8%
O=[N+]([O-])c1cc(/C=N/O)ccc1SCc1ccccc1Cl	-4	206	-2%	4	206	.	.	.	9%
O=C(NCc1cccnc1)C1CCN(S(=O)(=O)c2cccnc2)CC1	-6	175	1%	6	175	-2	98	100	-5%
Cc1ccc(C2c3c(oc4cc(C)c(C)cc4c3=O)C(=O)N2CCCN2CCOCC2)cc1 (stereo not given)	.	.	3%	.	.	6	78	72	-39%
Cc1ccc(C(=O)Nc2ccc3nccnc3c2)cc1	-11	124	-2%	12	124	.	.	.	7%
CCOC(=O)c1[nH]c2ccc(Br)cc2c1NC(=O)CCN1CCCCC1	-8	221	-12%	8	221	8	77	69	-81%
O=C(CSc1nnc(Cc2ccccc2)o1)N1CCCc2ccccc21	.	.	-2%	.	.	-4	86	89	-19%
Cc1ccc(-n2c3c(cc(C(=O)NC4CCSC4=O)c2=O)C(=O)CC(C)(C)C3)cc1 (stereo not given)	9	72	3%	-9	72	-15	59	74	-60%
O=C(NNC(=O)c1ccccc1Cl)c1cccs1	0	138	.	0	138	.	.	.	.
O=C(CSc1ncc(C(F)(F)F)cc1Cl)N1CCN(S(=O)(=O)c2ccc3ccccc3c2)CC1	-5	167	-4%	5	167	.	.	.	-48%
Clc1cccc(Cl)c1CSc1cc2c(nn1)-c1ccccc1CC2	22	114	-2%	-22	114	.	.	.	10%
Cc1ccc(-c2csc3nnc(SCC(=O)Nc4nsc(-c5ccccc5)n4)n23)cc1	7	177	-3%	-7	177	-5	65	69	-49%
O=C(NC(C(=O)NCCN1CCOCC1)C12CC3CC(CC(C3)C1)C2)C1CCCCC1 (stereo not given)	-10	137	-17%	10	137	-2	91	93	-51%
COc1cc(NC(=O)c2ccccc2)c(OC)cc1NC(=O)CN1CCCCC1	5	122	.	-5	122	-5	67	72	.
Cc1cc(NC(=O)CSc2ccc3ccccc3c2)no1	12	141	13%	-12	141	-17	97	114	-14%
OC(COc1cccc(OCC(O)CN2CCOCC2)c1)CN1CCOCC1 (stereo not given)	36	151	4%&-9%	-36	151	-1	110	111	6%
Cc1[nH]nc2c1C(CCc1ccccc1)C(C#N)=C(N)O2 (stereo not given)	.	.	-3%	.	.	.	.	.	-14%
Cn1c(=O)c(=O)n(C)c2cc(S(=O)(=O)NCCc3ccccc3)ccc21	7	144	-4%	-6	144	22	94	72	23%
COc1ccc(-c2c3c(=O)n(C)c(=O)n(C)c3cn2C2CCCCC2)cc1	-8	98	-4%	8	98	3	20	17	-31%
Cc1cc2ccccc2n1CCNC(=O)C(C)C	.	.	1%	.	.	13	97	83	4%

Whole records, looked up by structure. Order of values: NFkB transloc pot	NFkB transloc pot cell count 2 µM	Bcl-B TR3 displacers	IL1B NFkB inh	IL1B NFkB inh cell count 2 µM	MRP reversal	MRP reversal cytotoxicity	MRP reversal with doxorubicin	PLAP inhibitors HTS
Record of COc1cc(NC(=O)c2ccccc2)c(OC)cc1NC(=O)CN1CCCCC1 → 5	122	.	-5	122	-5	67	72	.
Record of COc1ccc(-c2c3c(=O)n(C)c(=O)n(C)c3cn2C2CCCCC2)cc1 → -8	98	-4%	8	98	3	20	17	-31%
Record of Cc1ccc(C(=O)Nc2ccc3nccnc3c2)cc1 → -11	124	-2%	12	124	.	.	.	7%
Record of Clc1cccc(Cl)c1CSc1cc2c(nn1)-c1ccccc1CC2 → 22	114	-2%	-22	114	.	.	.	10%
Record of O=C(CSc1nnc(Cc2ccccc2)o1)N1CCCc2ccccc21 → .	.	-2%	.	.	-4	86	89	-19%

Next part.
SMILES	NFkB transloc pot	NFkB transloc pot cell count 2 µM	Bcl-B TR3 displacers	IL1B NFkB inh	IL1B NFkB inh cell count 2 µM	MRP reversal	MRP reversal cytotoxicity	MRP reversal with doxorubicin	PLAP inhibitors HTS
Cn1c(NCc2ccco2)nc2c1c(=O)n(Cc1ccc(Cl)cc1Cl)c(=O)n2C	-8	131	-4%	8	131	1	55	54	1%
Nc1c(C(=O)N2CCOCC2)sc(=S)n1-c1ccccc1	0	174	0%	0	174	0	82	82	8%
CCCCN1C(=O)C2(NNc3ccccc3O2)c2ccccc21 (stereo not given)	-22	213	-73%	22	213	.	.	.	.
CSCCC(NC(=O)c1cc(CC(C)C)oc1C)C(=O)O (stereo not given)	0	202	-5%	0	202	-8	95	103	-41%
C=CCn1c(SCC(=O)N2CCN(c3ccccc3)CC2)nnc1-c1ccco1	13	164	3%	-13	164	2	92	90	-5%
COc1cc(NC(=O)C2CCCCC2)c2ncccc2c1	18	168	-3%	-18	168	21	110	89	32%
COc1ccccc1NC(=O)N1CCc2[nH]c3ccc(Cl)cc3c2C1	-5	142	-9%	5	142	-22	40	63	2%
CCN=c1sc(C(=O)NCCc2ccccc2)cc(=O)n1CC	-6	206	22%	6	206	-31	10	41	6%
CC(/C=N/N1CCN(c2ccccc2)CC1)=C\c1ccco1	0	149	-9%	0	149	4	69	65	3%
Cc1cccc(-c2c3c(=O)n(C)c(=O)n(C)c3cn2-c2ccccc2O)c1	5	107	-9%	-5	107	3	74	71	-20%
CN(C)c1ccc(C(=S)NCc2ccco2)cc1	11	126	12%	-11	126	15	101	86	-4%
Cc1cc(C)cc(N2C(=O)CC(Sc3nnnn3-c3ccccc3)C2=O)c1 (stereo not given)	-3	144	-6%	3	144	.	.	.	-22%
COc1ccc(NC(=O)c2cncc(Br)c2)c(S(=O)(=O)N2CCOCC2)c1	10	148	8%	-10	148	3	72	70	-38%
Cn1cccc1Cc1nnc(SCC(=O)N2CCCC2)n1CCc1ccccc1	-6	156	-6%	6	156	5	91	86	-12%
COc1ccc(/C=C(\C#N)c2nc3ccc(C)cc3[nH]2)cc1Oc1ccc(C(F)(F)F)cc1[N+](=O)[O-]	-5	109	-13%	5	109	.	.	.	10%
CC(C)C(=O)Nc1ccc(Nc2ccccc2)cc1	-5	105	-1%	5	105	19	100	81	1%
CN(C)c1ccc(C2=NOC(CN3C(=O)c4ccccc4S3(=O)=O)C2)cc1 (stereo not given)	-4	141	-9%	4	141	-6	67	73	2%
CC(C)(C)c1cc(NCCCn2ccnc2)n2ncc(-c3ccc(Cl)cc3)c2n1	-10	167	1%	10	167	-18	5	23	-2%
O=C1CC(NCc2ccc3c(c2)OCO3)C(=O)N1CCc1ccccc1 (stereo not given)	.	.	-3%	.	.	-4	94	98	-36%
COc1cccc(OCCn2ccnc2)c1	4	92	.	-4	92	-9	94	103	.
COc1ccc(Br)cc1/C=N/NC(=O)c1nc(-c2ccccc2)n2c1CCCCC2	8	189	3%	-8	189	.	.	.	-86%
CC1(C)C(=O)Nc2ccccc2N1C(=O)COC(=O)Cn1cnc2ccccc2c1=O	-16	151	.	16	151	-13	81	94	.
CCN(CC)C(=O)CSc1nc2ncccc2[nH]1	25	142	8%	-25	142	-5	85	91	-75%
Cc1c(NC(=O)c2cnn3cccnc23)c(=O)n(-c2ccccc2)n1C	20	141	-6%	-20	141	0	94	94	16%
CC(=O)Nc1ccc(NC(=O)c2oc3cc(C)c(C)cc3c2C)cc1	.	.	-5%	.	.	-11	80	91	1%
Cc1cc2n(n1)C(c1ccsc1)Nc1ccccc1-2 (stereo not given)	-2	168	6%	2	168	28	116	88	-26%
Cc1nnc(NCCN2CCOCC2)[nH]c1=O	18	165	0%	-18	165	-3	88	91	1%
COc1ccc(/C=C(/C#N)C(=O)Nc2cccc(C)c2C)cc1C(=O)O	4	146	0%	-4	146	.	.	.	7%
O=C(Oc1ccc(-c2cnc3ccccc3n2)cc1)c1ccc(Cl)c([N+](=O)[O-])c1	25	101	-5%	-25	101	.	.	.	2%
CCCCOc1ccc(/C=c2\sc3ncnn3c2=O)cc1	8	174	-7%	-8	174	-1	89	89	-64%
O=C(O)C1C2C=CC(C2)C1C(=O)NC(c1ccccc1)c1ccccc1 (stereo not given)	-3	145	0%	3	145	-3	99	102	-2%
COc1ccc(CCNS(=O)(=O)c2ccc(OC)cc2)cc1	18	154	1%	-18	154	-3	91	94	-6%
COc1nc(Oc2ccc(C(=O)O)cc2)nc(Oc2ccc(C(=O)O)cc2)n1	6	159	-4%	-6	159	-3	102	105	1%
CCOC(=O)c1ccc(S(=O)(=O)N2CCN(CCC#N)CC2)cc1	.	.	1%	.	.	-13	93	105	-15%
CCOC(=O)CNC(=O)CSc1nnc(-c2ccco2)n1N	0	79	-7%	2	79	.	.	.	-14%
Cc1ccc(OCC(=O)N/N=C/c2ccc([N+](=O)[O-])o2)cc1	-8	180	0%	8	180	.	.	.	19%
Cc1ccc2oc(C(=O)NCc3ccc4c(c3)OCO4)c(C)c2c1	0	168	-3%	0	168	-8	92	100	-5%
COc1ccc(S(=O)(=O)N(C)CC(=O)Nc2ccccc2OC)cc1C	-10	117	-6%	10	117	25	98	73	16%
CCC(=O)N1CCN(c2nc3ccccc3s2)CC1	-37	83	2%	37*	83*	10	100	90	-48%
COCc1cc(=O)[nH]c(Nc2nc3ccccc3o2)n1	-12	92	-6%	12	92	.	.	.	-67%

A draw from above in order of formula weight, ascending.
SMILES	NFkB transloc pot	NFkB transloc pot cell count 2 µM	Bcl-B TR3 displacers	IL1B NFkB inh	IL1B NFkB inh cell count 2 µM	MRP reversal	MRP reversal cytotoxicity	MRP reversal with doxorubicin	PLAP inhibitors HTS
CCN(CC)C(=O)CSc1nc2ncccc2[nH]1	25	142	8%	-25	142	-5	85	91	-75%
CCCCOc1ccc(/C=c2\sc3ncnn3c2=O)cc1	8	174	-7%	-8	174	-1	89	89	-64%
O=C(O)C1C2C=CC(C2)C1C(=O)NC(c1ccccc1)c1ccccc1 (stereo not given)	-3	145	0%	3	145	-3	99	102	-2%
CCOC(=O)c1ccc(S(=O)(=O)N2CCN(CCC#N)CC2)cc1	.	.	1%	.	.	-13	93	105	-15%
COc1ccc(Br)cc1/C=N/NC(=O)c1nc(-c2ccccc2)n2c1CCCCC2	8	189	3%	-8	189	.	.	.	-86%

Next section
SMILES	NFkB transloc pot	NFkB transloc pot cell count 2 µM	Bcl-B TR3 displacers	IL1B NFkB inh	IL1B NFkB inh cell count 2 µM	MRP reversal	MRP reversal cytotoxicity	MRP reversal with doxorubicin	PLAP inhibitors HTS
CCN(CC)C(=O)C1CCN(S(=O)(=O)c2ccc3oc4ccccc4c3c2)CC1	7	188	-14%	-8	188	0	86	86	-24%
Cn1c(CSCc2ccccc2)nnc1SCC(=O)Nc1nccs1	4	159	.	-4	159	17	101	84	.
O=C(C1CC2CCC1C2)N1CCN(Cc2ccc3c(c2)OCO3)CC1 (stereo not given)	-6	133	-8%	6	133	13	106	93	-42%
c1ccc(CSc2snnc2-c2ccccc2)cc1	3	122	-4%	-3	122	.	.	.	8%
COc1cccc(Oc2ccc(N)cc2)c1	9	159	-13%	-9	159	-4	67	71	18%
O=S(=O)(Nc1cccc(C(F)(F)F)c1)c1cnc[nH]1	.	.	-7%	.	.	-21	99	119	11%
Cn1c(C(=O)NCCCN2CCN(c3ccccc3F)CC2)cc2c(=O)n(C)c3ccccc3c21	0	171	-142%	0	171	-9	28	37	-130%

Not all compounds are listed; rates above refer to the full screens.
